Assay outcomes from PubChem BioAssay.
Myeloid diff MLP: compounds promoting myeloid differentiation; ER-HoxA9 myeloid progenitors, lysozyme-GFP differentiation, flow cytometry; calls only at 10 µM; hit rate 1% among 360,000;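 active = normalized GFP-positive differentiation at or above the plate's own cutoff, the solvent-only control mean plus 3 SD; inconclusive = no clear call, values can overlap the other calls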;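 note: cells exposed to compound for four days before flow analysis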
WT yeast gro inh: growth inhibition of WT yeast, mitochondrial fusion screen. mitochondrial fusion phenotypic screen, WT strain. inhibition, % at 10 µM. hit rate 2.1% among 190,000; in the data active = inhibition above about 58%; tested in S. cerevisiae
XIAP displacement: small molecules displacing peptide from XIAP – biochemical, IAP family, fluorescence polarization (AID 1018) | XIAP BIR domain, fluorescence polarization peptide displacement; higher % means a stronger effect | one-dose displacement, % at 20 µM; IC50 in µM for titrated hits | hit rate 0.007% among 200,000; in the data active = displacement above about 50%; note: a part of the inactive calls stands beside numbers as strong as those of hits
SIAH1 antagonists: Siah-1 peptide-binding antagonists, primary screen, biochemical, fluorescence polarization, rhodamine-plectin, uHTS (AID 1817). hit rate 0.02% among 290,000. Siah-1 / rhodamine-plectin peptide fluorescence polarization; higher % means a stronger effect. displacement, % at 20 µM, or IC50 in µM where a hit was titrated;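 active = displacement of at least 50% at 20 µM, with a fluorescence ratio check between 0.3 and a set limit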;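 note: plate controls were Siah plus tracer with DMSO for no effect and tracer alone without Siah for full effect; strong numbers were not always called active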
human PMI inhibitors: MPI inhibition at elevated mannose 6-phosphate – biochemical, fluorescence intensity, high mannose 6-phosphate, primary screen (AID 1220) | hit rate 0.66% among 190,000 | inhibition, % at 20 µM, or IC50 in µM where a hit was titrated | recombinant PMI enzyme, coupled fluorescence intensity; higher % means a stronger effect
human PMI inhibition: MPI enzyme activity inhibition – biochemical, fluorescence intensity, coupled assay, primary screen (AID 1209) | hit rate 0.42% among 190,000 | purified PMI enzyme, coupled fluorescence intensity; higher % means a stronger effect | one-dose inhibition, % at 20 µM; IC50 in µM for titrated hits;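 note: plate controls were DMSO vehicle for no effect and wells lacking substrate for full effect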
PhoP inhibition: PhoP-dependent GFP reporter repression – Salmonella Typhimurium, primary screen (AID 1863); S. Typhimurium PhoP-regulated promoter GFP reporter, 4 h; higher % means a stronger effect; one-dose inhibition, % at 50 µM; IC50 in µM for titrated hits; hit rate 0.16% among 300,000;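 active = inhibition over 29.93%, a cutoff 3 SD above the screen mean, later confirmed by dose response; inconclusive = inhibition over 29.93% but no dose response follow-up; inactive = inhibition at most 29.93% or unconfirmed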;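 note: 0% = low Mg2+ inducing control and 100% = high Mg2+ repressing control; strong numbers were not always called active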
TNAP activators: stimulation of alkaline phosphatase TNAP activity – biochemical, luminescent, no phosphate acceptor, uHTS, primary screen (AID 1001) | one-dose activation fold at 20 µM; EC50 in µM for titrated hits | hit rate 0.03% among 200,000 | purified TNAP, luminescent activation assay, no phosphate acceptor; higher activation fold means a stronger effect; in the data active = activation fold from about 3, or a potency from the dose series; inactive = the rest, 99 in 100 with activation fold below about 1.6; note: many of its hits are not listed in these tables
RSV CPE inhibition: inhibition of RSV-induced cytopathic effect – HEp-2 cells, primary 10 µM value included (AID 2391). CPE inhibition, % at 10 µM; hits with a dose series show IC50 in µM. HEp-2 cells, RSV-induced CPE inhibition; higher % means a stronger effect. hit rate 0.13% among 310,000; in the data active = a potency from the dose series; inconclusive = CPE inhibition mostly from about 23% at the one dose, without a potency; inactive = the rest, 99 in 100 with CPE inhibition below about 21%; note: strong numbers were not always called active
WT yeast gro inh mutant strain: second read-out of WT yeast gro inh, no call of its own (marks repeat the call); inhibition, %; mitochondrial fusion phenotypic screen, mutant strain inhibition
Myeloid diff MLP GFP+ MAC1+ %: second read-out of Myeloid diff MLP, no call of its own (marks repeat the call); GFP+ MAC1+ double positive, %; measured here: differentiation confirmed by MAC1 staining
Active calls of the source: *; i = inactive; ? = inconclusive; · = not tested or not shown. Cut-off read from the data, not from the text of the source, unless noted: active = inhibition above about 50%; inactive = the rest. Compounds as they come; any-hit rate near 3.1%.

Sample of the layout:
SMILES	Myeloid diff MLP	Myeloid diff MLP GFP+ MAC1+ %	WT yeast gro inh	WT yeast gro inh mutant strain	XIAP displacement	SIAH1 antagonists	human PMI inhibitors	human PMI inhibition	PhoP inhibition	TNAP activators	RSV CPE inhibition
COCC(C)NC(=O)CSc1nc2ccccc2c(=O)n1CCc1ccc(S(N)(=O)=O)cc1 (stereo unspecified)	i	1.1	·	·	·	8%	·	·	-4%	·	1.2%
CCOc1ccc(NC(=S)NCc2ccc3[nH]c(C)cc3c2)cc1	i	0.8	-14	-16	-9.8%	-7%	7%	4%	-6%	1.1	12%

The list itself, previewed entries included:
SMILES	Myeloid diff MLP	Myeloid diff MLP GFP+ MAC1+ %	WT yeast gro inh	WT yeast gro inh mutant strain	XIAP displacement	SIAH1 antagonists	human PMI inhibitors	human PMI inhibition	PhoP inhibition	TNAP activators	RSV CPE inhibition
COCC(C)NC(=O)CSc1nc2ccccc2c(=O)n1CCc1ccc(S(N)(=O)=O)cc1 (stereo unspecified)	i	1.1	·	·	·	8%	·	·	-4%	·	1.2%
CCOc1ccc(NC(=S)NCc2ccc3[nH]c(C)cc3c2)cc1	i	0.8	-14	-16	-9.8%	-7%	7%	4%	-6%	1.1	12%
O=C(c1ccco1)N1C(=O)c2cccc3cccc1c23	i	0.3	11	-7	-3.4%	-2%	4%	5%	-1%	1.1	?
O=C(N/N=C/C1CC2C=CC1C2)c1ccccc1O (stereo unspecified)	i	0.2	·	·	·	2%	·	·	-3%	·	0.9%
COc1ccc2[nH]c(C)c(CCNC(=S)Nc3ccc(F)cc3)c2c1	i	0.2	-3	9	-6.0%	-2%	13%	15%	-7%	1.1	3.3%
Nc1nnnn1/N=C/c1cc(Cl)cc(Cl)c1O	i	0.9	·	·	·	-5%	·	·	-20%	·	2.4%
CC(=O)Nc1cccc(NC(=S)Nc2cccc(Cl)c2Cl)c1	i	0.6	-2	-15	-2.8%	9%	8%	11%	9%	1	0.2%
CC(C)(C)C(=O)Nc1nc(-c2ccc3c(c2)OCO3)cs1	i	0.7	20	19	-1.3%	2%	2%	4%	5%	1.1	10%
CCOC(=O)c1ccc(NC(=O)CSc2nnc(COc3ccccc3OC)n2CC)cc1	i	0.6	-8	3	-0.6%	-1%	-1%	-1%	8%	1	-0.6%
O=C(NCc1cccc(Cl)c1)NCc1cccc(Cl)c1	i	0.4	-9	-20	-10%	7%	-6%	6%	-1%	1.2	1.0%
COc1ccc(Nc2nc(NCC3CCCO3)c3ccccc3n2)c(OC)c1 (stereo unspecified)	i	1.0	13	25	-5.6%	-5%	4%	-7%	0%	1	15%
CCC(C)N1CCCCC1C(=O)Nc1c(C)cc(C)cc1C (stereo unspecified)	i	7.8	15	4	-6.2%	3%	-5%	-14%	-3%	1.1	1.0%

Single entries from above:
In RSV CPE inhibition, COCC(C)NC(=O)CSc1nc2ccccc2c(=O)n1CCc1ccc(S(N)(=O)=O)cc1 (stereo unspecified) shows 1.2%
In SIAH1 antagonists, Nc1nnnn1/N=C/c1cc(Cl)cc(Cl)c1O shows -5%
In Myeloid diff MLP GFP+ MAC1+ %, O=C(NCc1cccc(Cl)c1)NCc1cccc(Cl)c1 shows 0.4
In RSV CPE inhibition, COc1ccc(Nc2nc(NCC3CCCO3)c3ccccc3n2)c(OC)c1 (stereo unspecified) shows 15%
In human PMI inhibition, CCC(C)N1CCCCC1C(=O)Nc1c(C)cc(C)cc1C (stereo unspecified) shows -14%
In XIAP displacement, CC(C)(C)C(=O)Nc1nc(-c2ccc3c(c2)OCO3)cs1 shows -1.3%
In XIAP displacement, COc1ccc2[nH]c(C)c(CCNC(=S)Nc3ccc(F)cc3)c2c1 shows -6.0%

Next part:
SMILES	Myeloid diff MLP	Myeloid diff MLP GFP+ MAC1+ %	WT yeast gro inh	WT yeast gro inh mutant strain	XIAP displacement	SIAH1 antagonists	human PMI inhibitors	human PMI inhibition	PhoP inhibition	TNAP activators	RSV CPE inhibition
Cc1ccc(Nc2nc(CSc3nnnn3-c3ccccc3)cc(=O)[nH]2)cc1	i	0.7	13	13	-11%	5%	3%	16%	11%	1	9.2%
O=C(CSCc1c[nH]c(=O)[nH]c1=O)OCC(=O)c1ccc(Br)cc1	i	0.7	-6	3	-5.8%	3%	4%	6%	3%	1	1.9%
CC(C)(C)C(=O)Nc1nnc(SCC(=O)Nc2nccs2)s1	i	1.0	·	·	·	3%	·	·	-1%	·	0.1%
Cc1cccc(-c2nnc(SCc3nc4ccccc4[nH]3)n2Cc2ccco2)c1	i	1.7	-28	8	-2.4%	0%	8%	4%	7%	1.2	3.9%
CCCCn1c(SCC(=O)N(C)C)nnc1-c1ccncc1	i	0.3	11	-6	-8.2%	-3%	-10%	-8%	7%	1	3.0%
CC(=O)Nc1cc2c3c(c1)CCC(=O)N3CCC2	i	0.0	·	·	·	-4%	·	·	1%	·	2.8%
O=C(O)CCCNc1n[nH]c(=O)[nH]c1=O	i	0.5	5	-6	-1.8%	-5%	2%	-5%	-3%	1.1	0.3%
CCCCN(CC)CCCNC(=O)CN1C(=O)CSc2ccc(S(=O)(=O)N3CCOCC3)cc21	i	0.3	-10	-2	-1.0%	2%	16%	9%	-5%	1.1	-0.4%
C[C@H](Nc1ncnc2sc3c(c12)CCC3)C(=O)O	i	0.8	-6	11	-5.8%	0%	-3%	-10%	-10%	1	-0.4%
CC1CC(N(C(=O)c2ccco2)c2ccccc2)c2ccccc2N1 (stereo unspecified)	i	0.8	7	1	-7.3%	0%	18%	19%	-7%	1.1	3.6%
COc1ccc(CCNC(=O)Cc2cc(=O)[nH]c(=O)[nH]2)cc1OC	i	1.6	-1	-3	-6.3%	4%	6%	11%	4%	1.2	2.7%
COc1ccc(C(CNC(=O)COc2cc(C)c(Cl)c(C)c2)N2CCCCC2)cc1 (stereo unspecified)	i	0.0	·	·	·	-1%	·	·	-2%	·	4.5%
COc1ccc(OC)c(S(=O)(=O)n2cccn2)c1	i	1.0	-5	-6	6.1%	2%	1%	-1%	-2%	1.1	2.6%
CCNc1nc(NC(C)C)nc(N(C#N)C(C)C(=O)N(C)C)n1 (stereo unspecified)	i	0.5	-2	2	-10%	-7%	-11%	-13%	5%	1.1	-0.6%
CC(=O)Nc1ccc(S(=O)(=O)N2CCN(c3ccccn3)CC2)cc1	i	5.0	-9	-2	-6.7%	2%	4%	3%	-6%	1.1	2.1%
COc1cc(/C=N/NC(=O)NC2CCCCC2)ccc1O	i	0.1	·	·	·	8%	·	·	-5%	·	2.2%
CC(C)C(=O)N(c1cc2sc(=O)oc2c2ccccc12)S(=O)(=O)c1cccs1	i	2.9	92*	7.0*	-3.2%	-2%	23%	41%	-15%	1	6.8%
CCCCN(CC)C(=S)Nc1ccc2nc(N3CCN(C)CC3)cc(C)c2c1	i	0.3	8	7	-3.6%	-7%	31%	8%	-2%	1	-0.3%
COc1ccc(CNC(=O)C2CC(C)=CCC2C(=O)O)cc1 (stereo unspecified)	i	0.4	·	·	·	4%	·	·	-8%	·	5.1%
Cc1cc2oc(=O)cc(CN3CCOCC3)c2cc1O	i	0.7	·	·	·	-1%	·	·	7%	·	0.7%
O=C(Nc1ccc(Oc2cccc(C(F)(F)F)c2)nc1)c1ccco1	i	0.5	·	·	·	-1%	·	·	-4%	·	14%
CCS(=O)(=O)N1CCN(c2ccccc2)CC1	i	0.8	·	·	·	-2%	·	·	6%	·	-0.5%
COc1ccc(-c2[nH]ncc2CN(C)Cc2cccnc2)c(OC)c1	i	0.2	6	7	-0.8%	0%	-8%	4%	-1%	1	1.0%
CCOC(=O)C1=C(N)N(c2ccccc2)C(=O)C1	i	1.3	-11	2	-1.4%	1%	-1%	6%	13%	1.1	1.0%
CCCN1C(=O)C2C(C(=O)Nc3cccc(OC)c3)C3C=CC2(O3)C1C(=O)NC1CCCCC1 (stereo unspecified)	i	0.8	-19	-11	0.1%	2%	3%	4%	3%	1.1	-0.8%
O=C(Cn1nc(C(F)(F)F)c2c1CCC2)NC1CCCCC1	i	0.6	9	26	-2.0%	0%	6%	7%	-4%	1.1	1.4%
CCOc1nc(Nc2ccc(OC)cc2)nc(OCC)n1	i	1.6	19	28	-20%	2%	-1%	2%	-1%	1.1	1.2%
Cc1ccc(OCCNC(=O)CNC(=O)c2ccc(C)cc2)cc1	i	0.8	·	·	·	-1%	·	·	3%	·	-0.9%
COc1ccc(/C=N/OCC(=O)N(Cc2ccc(OC)cc2)c2ccccc2C(=O)O)cc1	i	0.4	-3	9	-5.6%	-2%	-12%	-2%	-6%	1.2	1.4%
COc1ccc(NC(=S)N(CCCOC(C)C)C2CCN(C(C)=O)CC2)cc1Cl	i	0.5	·	·	·	-3%	·	·	-4%	·	1.6%
Cc1ccc(C(=O)N2CCC(C(=O)NC3CCCC3)CC2)cc1	i	2.1	·	·	·	-4%	·	·	-2%	·	1.0%
O=S(=O)(c1ccccc1)n1cc(-c2ccccn2)c(N2CCOCC2)n1	i	0.1	-5	3	-18%	11%	10%	7%	9%	1.1	-0.2%
Cc1ccc(SCc2cn3cc(Cl)ccc3n2)cc1	i	0.7	·	·	·	3%	·	·	4%	·	1.9%
CCOC(=O)c1[nH]c(C)c(C(=O)Nc2ccc3c(c2)OCCO3)c1C	i	4.6	-4	-8	-6.1%	-6%	2%	-5%	3%	1	1.6%

Two entries drawn at random from the list so far, as already listed:
SMILES	Myeloid diff MLP	Myeloid diff MLP GFP+ MAC1+ %	WT yeast gro inh	WT yeast gro inh mutant strain	XIAP displacement	SIAH1 antagonists	human PMI inhibitors	human PMI inhibition	PhoP inhibition	TNAP activators	RSV CPE inhibition
O=C(Cn1nc(C(F)(F)F)c2c1CCC2)NC1CCCCC1	i	0.6	9	26	-2.0%	0%	6%	7%	-4%	1.1	1.4%
COc1ccc(/C=N/OCC(=O)N(Cc2ccc(OC)cc2)c2ccccc2C(=O)O)cc1	i	0.4	-3	9	-5.6%	-2%	-12%	-2%	-6%	1.2	1.4%
